ARNT TACC3 PPI: disruptors of ARNT/TACC3 protein interaction, primary screen, biochemical, AlphaScreen, single concentration; Transforming acidic coiled-coil-containing protein 3 (Homo sapiens), Q9Y6A5; AlphaScreen His-ARNT PAS-B/GST-TACC3 binding, luminescence; TACC3 fragment carries E629A point mutation; inhibition, % at 9.99 µM; 0.66% of 390,000 active;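 active = mean inhibition of replicates at least 50% and at least half of replicates each reaching 50%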;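 note: 0% = complete ARNT plus TACC3 wells and 100% = ARNT alone without TACC3; many hits fall short of the cut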
esBAF inh: Bmi1 luciferase reporter increase in mESCs, primary screen, esBAF inhibitor project, mouse ES cells, Bmi1 luciferase knock-in, single point; 24 h; 100% = twice the neutral-well signal; reporter increase, % at 12.5 µM; 2% of 350,000 active; AID 602393, 2012; in the data active = activation above about 40%;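 note: 0% = median of the plate's neutral control wells and 100% = double that signal; a rise in the Bmi1 reporter signal indicates esBAF inhibition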
miR122 inh: miR-122 Renilla sensor signal increase in Huh7, primary screen, miR-122 inhibitor project, cell-based, single point, plate reader; Huh7 miR-122 Renilla luciferase sensor, 48 h; neutral wells = 0, positive control = 100; 0.3% of 340,000 active; activation (reporter increase), % at 12.5 µM;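 active = mean replicate activation score at least 90 and every replicate individually at or above 90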;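 note: higher luciferase means less miR-122 activity so hits act as miR-122 inhibitors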
SIRT5 block: SIRT5 desuccinylase inhibitors, primary screen, biochemical, fluorescence imaging, single point, set 5; NAD-dependent protein deacylase sirtuin-5, mitochondrial (Homo sapiens), Q9NXA8; Purified SirT5, succinyl-peptide AMC, trypsin-coupled fluorescence; inhibition, % at 15 µM; 1.1% of 330,000 active; in the data active = inhibition above about 15%
Target sequence (Q9NXA8 whole entry, looked up): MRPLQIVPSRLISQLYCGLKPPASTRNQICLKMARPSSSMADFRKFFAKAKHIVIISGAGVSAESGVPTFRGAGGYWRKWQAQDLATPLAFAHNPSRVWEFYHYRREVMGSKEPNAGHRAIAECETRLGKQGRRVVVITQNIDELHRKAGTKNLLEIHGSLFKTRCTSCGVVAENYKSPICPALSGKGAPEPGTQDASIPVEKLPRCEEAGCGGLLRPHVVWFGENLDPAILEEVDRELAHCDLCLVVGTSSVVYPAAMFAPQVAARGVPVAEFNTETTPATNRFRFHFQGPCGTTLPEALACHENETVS
Cneo AK release: Cryptococcus neoformans cell lysis inducers, primary screen, AK release luminescence, single concentration. 0.2% of 360,000 active. C. neoformans lysis, adenylate kinase release luminescence, 4 h; normalised: neutral wells 0, clomiphene wells 100. lysis activity, % at 15 µM. AID 651654, 2012;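 active = mean lysis activity across replicates of at least 80%, whatever share of replicates individually reach that level; inactive = mean lysis activity below 80%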
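Material – Cryptococcus neoformans yeast cells · Quantity – 5 × 10^6 yeast cells/mL · Buffer or medium – YPD medium · Compound – single dose · Timing – 4 h static compound exposure, 37 °C, read 1 h post-reagent · Signal – adenylate kinase release luminescence · Read-out basis – lysis from increased AK signal · Benchmarks – Clomiphene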
ERp5 block: inhibitors of ERp5-driven insulin aggregation, primary screen, biochemical, turbidity, absorbance 650 nm, single point; Protein disulfide-isomerase A6 (Homo sapiens), Q15084; 90 min; inhibition, % at 9.99 µM; 0.05% of 350,000 active; AID 651711, 2012;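 active = mean replicate inhibition above about 25%, with every replicate also reaching it, limit read from the data, passing the limit was not always enough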
Target sequence (Q15084 whole entry, looked up): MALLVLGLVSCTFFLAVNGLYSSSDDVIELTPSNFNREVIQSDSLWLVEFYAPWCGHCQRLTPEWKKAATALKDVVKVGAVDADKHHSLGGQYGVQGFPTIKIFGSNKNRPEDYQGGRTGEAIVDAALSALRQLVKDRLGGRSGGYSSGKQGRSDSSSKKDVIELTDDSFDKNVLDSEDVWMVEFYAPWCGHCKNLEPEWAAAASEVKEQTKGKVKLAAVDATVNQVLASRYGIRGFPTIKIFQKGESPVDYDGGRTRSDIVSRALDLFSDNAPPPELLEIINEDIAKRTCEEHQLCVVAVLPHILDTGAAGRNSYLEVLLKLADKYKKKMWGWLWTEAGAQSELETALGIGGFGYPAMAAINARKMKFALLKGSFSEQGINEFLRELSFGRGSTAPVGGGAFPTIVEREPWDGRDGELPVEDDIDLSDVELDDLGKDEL
Statin myotox sup: suppressors of statin myotoxicity in C2C12 myotubes, primary screen, cell-based, single point, plate reader; C2C12 myotubes + simvastatin, ATP luminescence, 48 h; scaled: DMSO 0, geranylgeraniol control 100; rescue of ATP level, % at 7.49 µM; 0.78% of 330,000 active; AID 602340, 2012;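 active = mean ATP rescue above about 67%, or every replicate alone reaching that limit, limit read from the data, passing the limit was not always enough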;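 note: myotubes were challenged with 10 µM simvastatin during compound exposure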
Active calls of the source: *; . = no result given; & = joins results of further samples; [ ] = another dose, or the depositor's remark.

SMILES	ARNT TACC3 PPI	esBAF inh	miR122 inh	SIRT5 block	Cneo AK release	ERp5 block	Statin myotox sup
COc1ccc(CCC(C)NCC(C)c2ccccc2)cc1 (stereo not drawn)	1	-12	11	.	0	-3	5
NC(=O)c1sc2nnc(-c3ccccc3)c(-c3ccccc3)c2c1N	2	-4	10	0	3	0	-12
O=C(C[C@@H]1C[C@H]2c3cc(NS(=O)(=O)c4ccc(F)cc4)ccc3O[C@H]2[C@H](CO)O1)N1CCOCC1	-2	12	0[16.7 µM]	-8	2	-8	-7
COc1ccc(-c2cc3c(c4c2ccn4C)C2CCC3C2)cc1 (stereo not drawn)	.	-2	-2	.	-1	3	-7
COc1ccc(CN2C(=NC(=O)CCc3ccccc3)SC3CS(=O)(=O)CC32)cc1 (stereo not drawn)	3	-10	0	3	4	-1	-2
CC(=O)Nc1ccc(Nc2cc(C)c3ccccc3n2)cc1	1	4	-5	4	-2	-7	-14
CS(=O)(=O)Nc1ccc2c(c1)[C@H]1C[C@@H](CC(=O)NCc3ccccn3)O[C@@H](CO)[C@H]1O2	-4	-4	-4[16.7 µM]	-3	-21	-2	1
COc1cc(OC)c(C(=O)/C=C/c2ccc(OCc3ccccc3)c(OC)c2)c(OC)c1	-4	-4	-7	-2	2	2	35
COC(=O)CN1C(=O)[C@H]2[C@@H](c3ccc(C)o3)N3C(=O)CN(CCO)C(=O)[C@@]3(C)[C@H]2C1=O	1	-6	.	2	1	0	8
CCCCCCN1C[C@H](O)[C@@H](n2cc(-c3ccc(F)cc3)nn2)C[C@@H]1c1ccc(Cl)cc1	.	0	4	0	0	0	10
O=C(Cc1ccc(Cl)cc1)Nc1cc(Cl)ccn1	-5	.	.	-20	.	2	.
COc1ccc(CN(C2CC2)S(=O)(=O)c2ccccc2Br)cc1	15	-1	12	-3	2	0	-4
CCC(=O)N1C[C@@H](O)COC[C@H]2O[C@H](CC(=O)N3CCCCC3)CC[C@@H]21	9	1	6[16.7 µM]	1	0	5	-8
O=C(N[C@@H]1CC[C@@H](CCNC(=O)C2CCCCC2)O[C@H]1CO)c1ccncc1	-6	0	.	2	0	-3	-12
CO[C@H]1CN(C)C(=O)c2cc(NC(=O)c3ccno3)ccc2OC[C@H](C)NC[C@H]1C	8	-2	-1[16.7 µM]	-5	2	2	-2
COc1cc(OC)c(C2=NOC(C(=O)Nc3c(C)nn(CC(=O)N4CCCC4)c3C)C2)cc1Cl (stereo not drawn)	5	31	-8	.	0	.	-33
Cc1ccc(S(=O)(=O)N2CCN(S(=O)(=O)N3CCOCC3)CC2)cc1C	-3	-1	-6	.	1	.	6
Cc1cc(C)c(NC(=O)Cn2c(=O)c3cccn3c3ccccc32)c(C)c1	6	0	-3	-6	1	0	12
c1ccc2c(c1)OCC(c1nn3cnnc3s1)O2 (stereo not drawn)	-2	2	-16	.	6	.	10
Cc1ccccc1C(=O)N1CCN(c2ccc(NC(=O)Cc3ccccc3)cc2)CC1	0	-9	.	4	-3	6	14
CN1CCN(c2ccc(-c3cc(NC=O)c4ncc(-c5ccccc5)n4c3)cc2)CC1	.	-6	3	.	-1	0	-1
O=C(Nc1ccccc1)C1=C[C@H](c2ccc(C(F)(F)F)cc2)C[C@H](OCCCCO)O1	-5&-1	34	-5	0&-3	-1&-1	3&-4	-7
CCOc1cccc(-c2cc(N3CCN(CCO)CC3)n3nccc3n2)c1	.	-10	1	-1	3	-3	4
O=C(CSc1nn(-c2ccccc2)c(=S)s1)Nc1ncccn1	-2	-1	1	2	.	-1	5
O=C(Nc1cccnc1)c1ccc(S(=O)(=O)c2ccc(Cl)cc2)cc1	-3	.	.	-1	-2	5	.
C[C@H](CO)N1C[C@H](C)[C@@H](CN(C)C(=O)Nc2ccccc2)Oc2ccc(NC(=O)Cc3ccccc3)cc2CC1=O	-5&-3	-6&-2	1&-2[16.7 µM]	-2&1	-2&10	10&5	1&-17
CCC(=O)c1cn(CC(=O)Nc2ccc(C)cc2C)c2ccccc12	6	-5	.	-2	0	2	9
C[C@H](CO)N1C[C@H](C)[C@H](CN(C)S(=O)(=O)c2cn(C)cn2)OCc2cnnn2CCCC1=O	-5	-3&1	-3	-2&-1	-2&5	-1&3	10&3
CCOC(=O)c1cnc(SCC(=O)c2ccc(Cl)cc2)nc1N	-11	5	3	.	1	.	-4
O=C(NC(=S)Nc1ncc(Br)cc1Br)c1cncc(Br)c1	-3	1	9	.	3	.	33
COc1c(C(C)C)oc2cc3oc(=O)ccc3cc12	-4	.	.	1	.	0	.
COc1ccccc1CC(=O)Nc1cc2oc3ccccc3c2cc1OC	-15	7	25	.	-1	.	-59
Cc1ccc(S(=O)(=O)N2CCN(S(=O)(=O)N3CCCCC3)CC2)cc1C	-5	-5	-1	-3	-2	3	-4
CCOc1cc(-c2noc(CCC(=O)Nc3cccnc3)n2)ccc1OC	0	1	-16	.	-1	.	3
Cc1cccnc1NC(=S)Nc1ncccc1C	8	38	.	-1	-3	-2	-10
O=C1CCC/C(=N\NC(=O)c2ccc(COc3cccc4cccnc34)cc2)C1	-6	.	-5	.	1	.	.
CCOC(=O)c1sc2ncn(CC(=O)NCC3CCCO3)c(=O)c2c1C (stereo not drawn)	-5	1	5	.	5	.	9
CCCNc1nc2c(c(=O)n(C)c(=O)n2C)n1Cc1cccc(C)c1	4	.	.	-5	.	7	.
CN(C)C(=O)C[C@@H]1C[C@H]2c3cc(NC(=O)c4ccc5c(c4)OCO5)ccc3O[C@H]2[C@H](CO)O1	-2	4	9[16.7 µM]	1	11	0	5
CCOc1ccc(CCNC(=O)COC(=O)COc2cc(C)cc(C)c2)cc1OCC	0	-11	2	-7	.	12	10
O=C(O)C1CC=CCC1C(=O)Nc1ccccc1C(=O)N1CCN(c2ccccc2)CC1 (stereo not drawn)	-15	7	-4	.	2	.	.
Cc1ccc(S(=O)(=O)Nc2nc(C)c(C(=O)NNS(=O)(=O)c3ccccc3)s2)cc1	4	7	-1	0	2	14	-3
O=C1CC(N2CCN(c3ccccc3)CC2)C(=O)N1c1ccc(Cl)cc1 (stereo not drawn)	-4	3	2	-4	-2	0	3
C[C@H]1CCCCO[C@@H](CN(C)S(=O)(=O)c2cn(C)cn2)[C@@H](C)CN([C@@H](C)CO)C(=O)c2cc(NC(=O)Nc3ccc(C(F)(F)F)cc3)ccc2O1	-2	-3	-5[16.7 µM]	.	5	.	32
Cc1noc(COc2ccccc2OCC(N)=O)c1Cl	-1	2	-2	.	0	.	-7
COc1ccc(CN2CC(=O)N3[C@H]4c5cc(C)ccc5OC[C@@H]4[C@H](c4ccccc4)[C@]3(C)C2=O)cc1	-1	0	-1	.	3	1	4
COc1cccc(C(=O)N2CCN(c3nc4cc(C)cc(C)c4cc3C#N)CC2)c1	.	-2	-2	1	.	3	5
CCn1nc(C(=O)OCC(=O)N(CCC#N)c2ccccc2)c2ccccc2c1=O	2	-3	-7	1	-1	-1	6
Cc1ccc(SCC(=O)NNC(=O)CNC(=O)c2ccc(Br)cc2)cc1	.	-5	4	-5	.	1	1
CCO[C@@H]1OC(C(=O)N2CCOCC2)=C[C@H](C2CC2)[C@H]1CCCO	3	-4	-3	-3	0	0	-20
OCCC1CN(Cc2cccn2-c2ncccn2)CCN1Cc1ccccc1 (stereo not drawn)	4	-1	2	-2	1	5	10
CCN(CC(=O)Nc1cc(Cl)ccc1C)C(=O)c1ccc(N2CCCC2=O)cc1	-1	11	.	.	.	.	0
Cc1ccccc1C(C(=O)NC1CCCC1)N(C(=O)Cc1cccs1)c1ccc2c(c1)OCCO2 (stereo not drawn)	4	4	83	.	-1	0	0
CC1CCN(C(=O)c2ccc(S(=O)(=O)N3CCCC3)cc2)CC1	2	2	3	1	-2	3	4
CSC1=N/C(=C\c2ccccc2F)C(=O)S1	-16	.	2	.	2	.	.
Cc1nn(CC(=O)NCCc2ccc(Cl)cc2)c(C)c1[N+](=O)[O-]	1	5	-6	.	-1	.	-14
OCC[C@H]1C[C@H](O)[C@@H](O)[C@@]2(CCCc3ccccc3O2)O1	2	-3	-6	-6	0	-1	-7
Cc1ccc(-n2c(N)cc(=O)nc2SCC(=O)N2CCN(c3ccccc3)CC2)cc1	3	8	1	-1	-2	-12	-2
Cc1ccsc1C(=O)N1CCC1(C)C(=O)NS(=O)(=O)c1ccc(Br)cc1 (stereo not drawn)	.	1	0	2	-2	2	-10
CCC(=O)N(C)C[C@H]1Oc2ncc(-c3ccc(C#N)cc3)cc2C(=O)N([C@H](C)CO)C[C@@H]1C	-4	0	-7[16.7 µM]	-7	1	4	-15
(cont.)
SMILES	ARNT TACC3 PPI	esBAF inh	miR122 inh	SIRT5 block	Cneo AK release	ERp5 block	Statin myotox sup
c1ccc(C2=NNC(=NC3CC3)SC2)cc1	4	14	6	.	1	.	20
Cc1nc(N)sc1C(=O)N/N=C/c1ccccc1[N+](=O)[O-]	.	.	-3	-2	3	-5	.
COc1cccc(NC(=O)Cn2cc(C(=O)C3CC3)c3ccccc32)c1	-1	.	.	3	4	1	18
CN(C)CCNC(=O)C(C(=O)c1ccccc1)n1ccccc1=O (stereo not drawn)	7	2	-1	.	-2	.	6
Cc1nc(N2[C@@H](C#N)[C@H](c3ccccc3)[C@@H]2CO)sc1C	4	4	.	2	1	1	-6
CCCCC(=O)Nc1nnc(/C=C/c2ccc(OC)cc2)s1	4	8	0	.	4	.	33
O=C(Cn1cnc2c(nnn2Cc2ccc(F)cc2)c1=O)Nc1cccc(F)c1	1	.	.	-8	.	-1	.
CCCNC(=O)N(C)C[C@H]1Oc2ncc(C#Cc3ccncc3)cc2C(=O)N([C@H](C)CO)C[C@@H]1C	12	1	-3[16.7 µM]	-5	-1	1	14
C[C@H]1CN([C@@H](C)CO)C(=O)c2cc(C#CCc3ccccc3)cnc2O[C@H]1CN(C)Cc1ccc(C(=O)O)cc1	-3	-11	-7[16.7 µM]	-1	0	2	1
COCC(C)n1c(C)cc(C(=O)CN2C(=O)NC(Cc3c[nH]c4ccccc34)C2=O)c1C (stereo not drawn)	4	.	28	.	-2	.	-2
Cc1ccc(Sc2ccc(CN3CCCC3)cc2[N+](=O)[O-])cc1	39	-7	2	-5	-4	8	-13
O=C(O)CSCc1nc2scc(-c3ccccc3)c2c(=O)[nH]1	-1	.	.	3	.	1	.
C[C@@H](O)C#Cc1ccc2c(c1)O[C@H](CN(C)Cc1ccccc1)[C@@H](C)CN([C@@H](C)CO)S2(=O)=O	-2	0	61[16.7 µM]	3	50	-2	-62
CCc1ccc2nc(NC(=O)Cn3cnc4ccccc4c3=O)sc2c1	-4	46	5	4	-6	2	-3

Part of the list above in order of molar mass, high to low.
SMILES	ARNT TACC3 PPI	esBAF inh	miR122 inh	SIRT5 block	Cneo AK release	ERp5 block	Statin myotox sup
CCc1ccc2nc(NC(=O)Cn3cnc4ccccc4c3=O)sc2c1	-4	46	5	4	-6	2	-3
COc1cccc(NC(=O)Cn2cc(C(=O)C3CC3)c3ccccc32)c1	-1	.	.	3	4	1	18
O=C(O)CSCc1nc2scc(-c3ccccc3)c2c(=O)[nH]1	-1	.	.	3	.	1	.
Cc1ccc(Sc2ccc(CN3CCCC3)cc2[N+](=O)[O-])cc1	39	-7	2	-5	-4	8	-13
CN(C)CCNC(=O)C(C(=O)c1ccccc1)n1ccccc1=O (stereo not drawn)	7	2	-1	.	-2	.	6
c1ccc(C2=NNC(=NC3CC3)SC2)cc1	4	14	6	.	1	.	20

Compound activity deposited in PubChem by Broad Institute.
